Screening results as filed in PubChem.
TEAD-YAP inh = TEAD-YAP interaction inhibition. HEK-TIYL cells, TEAD-Gal4/YAP UAS-luciferase luminescence. inhibition, % at 9.12 µM. 1.4% of 640,000 active. AID 1259422; in the data active = inhibition above about 32%;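 also: 0% = median of test compound wells and 100% = reference inhibitor wells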
MITF primary = human MITF inhibition, primary screen; AlphaScreen MITF homodimerization, bead proximity signal; inhibition, % at 2.6 µM; 0.91% of 650,000 active; AID 1259374; in the data active = inhibition above about 50%;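 also: 0% = vehicle wells with protein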
Target sequence (O75030 whole entry, looked up): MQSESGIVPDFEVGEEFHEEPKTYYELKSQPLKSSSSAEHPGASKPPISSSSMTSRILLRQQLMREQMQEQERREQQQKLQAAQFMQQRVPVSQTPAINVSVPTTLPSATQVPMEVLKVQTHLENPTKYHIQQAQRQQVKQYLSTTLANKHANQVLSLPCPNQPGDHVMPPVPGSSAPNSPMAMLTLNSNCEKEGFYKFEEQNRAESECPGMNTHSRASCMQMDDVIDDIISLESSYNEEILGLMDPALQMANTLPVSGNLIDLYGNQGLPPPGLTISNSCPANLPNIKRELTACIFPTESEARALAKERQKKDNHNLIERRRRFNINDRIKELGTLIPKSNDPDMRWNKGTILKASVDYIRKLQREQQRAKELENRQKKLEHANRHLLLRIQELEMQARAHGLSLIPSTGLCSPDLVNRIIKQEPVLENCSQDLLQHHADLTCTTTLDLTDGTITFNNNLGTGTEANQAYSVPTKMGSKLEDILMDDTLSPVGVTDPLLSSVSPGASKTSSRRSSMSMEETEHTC
GPR151 ag = human GPR151 activation; Q8TDV0; PathHunter beta-arrestin GPR151 cells, luminescence; activation, % at 11.2 µM; AID 1508602; 1% of 650,000 active; in the data active = activation above about 4.9%;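 also: 0% = median of compound wells and 100% = cells with positive control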
Target sequence (Q8TDV0 whole entry, looked up): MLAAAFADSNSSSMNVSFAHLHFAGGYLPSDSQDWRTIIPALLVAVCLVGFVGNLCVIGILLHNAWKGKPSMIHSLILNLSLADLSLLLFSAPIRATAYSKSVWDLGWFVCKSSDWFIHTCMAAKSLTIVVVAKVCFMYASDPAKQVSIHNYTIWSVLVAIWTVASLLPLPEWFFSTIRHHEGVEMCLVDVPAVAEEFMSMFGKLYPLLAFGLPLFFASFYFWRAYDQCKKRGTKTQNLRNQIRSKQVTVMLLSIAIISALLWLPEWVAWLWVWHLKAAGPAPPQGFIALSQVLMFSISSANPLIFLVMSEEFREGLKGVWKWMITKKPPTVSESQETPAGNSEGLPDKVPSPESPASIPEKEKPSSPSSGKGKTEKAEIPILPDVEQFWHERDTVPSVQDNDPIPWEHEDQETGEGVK
FBW7 activator = human FBW7 E3 ligase activation, primary screen; Q969H0; AlphaScreen FBW7–phospho-cyclin E peptide binding, activator screen; normalized activity (activation), % at 26.1 µM; 0.13% of 650,000 active; AID 1259310; in the data active = normalized activity above about 1.9%;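 also: purified mutant Fbw7 with reduced substrate affinity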
The depositor's hits bear a star.

#1 CCOc1cc(-c2cc(N)n(S(=O)(=O)Cc3ccccc3)n2)cc(OCC)c1OCC
#2 COc1ccc(S(=O)(=O)NCC2CCCN(Cc3cccc(C(C)=O)c3)C2)cc1 (stereo not given)
#3 Cc1ccc2nc(-c3ccc(NC(=O)c4ccc(F)cc4)cc3)sc2c1
#4 O=C(CN(CCc1ccccc1)S(=O)(=O)c1ccc(Br)cc1)Nc1cccc2ccccc12
#5 O=C(NCc1ccccn1)C(=O)NC1CCCCC1
#6 Cc1c(C(=O)NNC(=O)Nc2ccc(Br)cc2Cl)cccc1[N+](=O)[O-]
#7 O=C(NCc1ccco1)C(=O)NCc1ccco1
#8 O=C(NCCOc1cccc2cccnc12)c1cccs1

entry no. | 1 | 2 | 3 | 4 | 5 | 6 | 7 | 8
MITF primary | 2.4 | 0.1 | 4.2 | -8.1 | 13.6 | -7.2 | 3.9 | 14.4
FBW7 activator | 0.1 | 0.1 | -0.1 | 0.0 | 0.5 | 0.1 | 0.1 | 0.0
GPR151 ag | -1.6 | -1.3 | 0.5 | -0.3 | 1.0 | 0.7 | 0.9 | -1.0
TEAD-YAP inh | 17.3 | 3.3 | -6.3 | -9.7 | -32.5 | -5.0 | -18.5 | -10.2

#9 O=C(CSc1ncnc2c1oc1ccccc12)N1CCOCC1
#10 O=C(Nc1cccnc1)C1CC2CCC1C2 (stereo not given)
#11 COc1cc2nc(Oc3ccccc3)nc(NCc3ccccc3)c2cc1OC
#12 CCCCOC(=O)c1ccc(OC(=O)c2ccc(-c3ccc(CCC)cn3)cc2)cc1
#13 Cc1cc(C)cc(OCCOCCNCCO)c1
#14 COc1ccc(-c2nc(NC3CC3)c3ncn(Cc4ccc(C(F)(F)F)cc4)c3n2)cn1
#15 CC(C)(C)C1(O)CC=NN1C(=O)Cc1ccccc1 (stereo not given)
#16 O=C(NCC1CCCO1)C1(c2cccs2)CCOCC1 (stereo not given)

entry no. | 9 | 10 | 11 | 12 | 13 | 14 | 15 | 16
MITF primary | 12.4 | -4.4 | 15.3 | 4.4 | 41.0 | 17.0 | -34.9 | 8.4
FBW7 activator | 0.0 | 0.0 | 0.3 | 0.4 | 0.1 | 0.3 | -0.2 | 1.1
GPR151 ag | -0.5 | 0.6 | 0.6 | -0.2 | 2.8 | -1.6 | -0.2 | 2.0
TEAD-YAP inh | 3.0 | -1.3 | 12.8 | 2.1 | -2.2 | -4.5 | -9.4 | 7.2

#17 N#C/C(=C\c1cn[nH]c1-c1ccccc1)c1nn(-c2ccccc2)c(N)c1C#N
#18 Cc1ccc2nc(-c3ccc(NC(=O)c4cc(I)ccc4Cl)cc3)sc2c1
#19 O=C1CN(C(=O)c2ccccc2)C(c2ccccc2)c2cc(Br)ccc2N1 (stereo not given)
#20 COc1cccc(CN2CCc3nnc(C(C)NC(=O)c4ccco4)n3CC2)c1OC (stereo not given)
#21 CC1CN(C(=O)c2cccc(I)c2)CC(C)O1 (stereo not given)
#22 Cc1c(Cl)cccc1NC(=O)CN1C(=O)C(C)(C)Oc2ccc(C(=O)NC(C)C)cc21
#23 COc1ccc(OC)c(NC(=O)Cn2ccn(Cc3ccccc3)c(=O)c2=O)c1
#24 CC(=O)N1CCN(c2ccc(Nc3cc(C)ccn3)nn2)CC1

entry no. | 17 | 18 | 19 | 20 | 21 | 22 | 23 | 24
MITF primary | 1.1 | 10.2 | -1.7 | 2.7 | -23.2 | 7.1 | -8.4 | 37.8
FBW7 activator | 0.1 | 0.0 | -0.5 | -0.1 | -0.1 | 0.1 | 0.0 | -1.1
GPR151 ag | 0.3 | -1.1 | -0.5 | 1.0 | -0.1 | 1.5 | -2.5 | -0.9
TEAD-YAP inh | -61.6 | 5.1 | 1.0 | -1.1 | 3.1 | 17.1 | -3.0 | 5.1

#25 COCC(=O)Nc1cnn(-c2cccc(C(=O)NCc3cccc(Cl)c3)c2)c1
#26 CCC(=O)N(CCC(c1ccccc1)C1CCOC(C)(C)C1)Cc1ccc(OC)c(OC)c1 (stereo not given)
#27 CCOC(=O)c1c(NC(=O)c2c(C(=O)O)cccc2[N+](=O)[O-])sc(C)c1C
#28 Cc1ccc(CN2CCc3nnc(CCNC(=O)COc4ccccc4)n3CC2)cc1
#29 COc1ccc(C2NN=C(c3c[nH]c4ccccc34)C2O)cc1 (stereo not given)
#30 COc1cccc(N2C(=O)NC(=O)/C(=C/C=C/c3ccco3)C2=O)c1
#31 CC1CCN(c2ccc(NC(=O)c3ccc(Br)o3)cc2)CC1
#32 CCOC(=O)C1CCN(Cc2cc(OC)c(O)c([N+](=O)[O-])c2)CC1

entry no. | 25 | 26 | 27 | 28 | 29 | 30 | 31 | 32
MITF primary | 7.2 | -6.0 | 32.2 | 0.9 | 6.6 | 18.2 | 4.5 | 29.2
FBW7 activator | 0.0 | 0.1 | -0.1 | 0.1 | 0.0 | 0.0 | 0.2 | 0.0
GPR151 ag | 0.9 | 0.2 | 0.0 | -0.4 | 3.2 | 4.2 | 4.7 | 1.1
TEAD-YAP inh | -10.9 | -9.2 | 0.5 | -2.1 | -13.4 | 3.3 | -56.5 | 3.2

#33 CCn1cc(C(=O)O)c(=O)c2cc(-c3ccc([N+](=O)[O-])o3)c(Cl)cc21
#34 Cc1c(Cl)ccc2c(C3=c4ccccc4=NC3=O)c(O)[nH]c12
#35 O=C(c1ccc(SCc2ccncc2)c([N+](=O)[O-])c1)N1CCCC1
#36 CC12Oc3ccccc3C(NC(=S)N1c1cccc(Br)c1)C2C(=O)Nc1ccc(Cl)cc1 (stereo not given)
#37 CC1CCN(CC(=O)Nc2ccccc2C(=O)c2ccccc2)CC1
#38 Cc1nnc(NC(=O)/C=C/c2ccccc2[N+](=O)[O-])s1
#39 CC(NC(=O)Cc1cccs1)C(c1cccs1)N1CCOCC1 (stereo not given)
#40 CC(C(=O)OCC(=O)c1ccc([N+](=O)[O-])cc1)N1C(=O)C2C3CCC(C3)C2C1=O (stereo not given)

entry no. | 33 | 34 | 35 | 36 | 37 | 38 | 39 | 40
MITF primary | 30.8 | 2.7 | 10.6 | -1.6 | 8.5 | 12.4 | 5.8 | 21.0
FBW7 activator | -0.2 | 0.0 | -0.1 | -0.2 | 1.4 | 0.1 | -0.1 | -0.2
GPR151 ag | -1.0 | 1.3 | -5.2 | 0.3 | -0.2 | 0.5 | -1.9 | 1.0
TEAD-YAP inh | 2.7 | -0.6 | -14.7 | 7.1 | -1.7 | 14.5 | 2.6 | 1.9

#41 CS(=O)(=O)N(CC(=O)NC1CCCCC1)Cc1ccc(Cl)cc1
#42 Cc1ccc(N(CC(=O)NCc2ccco2)C(=O)c2snc(C(N)=O)c2N)c(C)c1
#43 CCOc1cccc(C2CC(c3ccc(CC)cc3)=NC(c3ccc(C(=O)OC)cc3)N2)c1O (stereo not given)
#44 CCOC(=O)c1cc(S(=O)(=O)Nc2ccc(C)cc2)cn1C
#45 O=C1OC(c2ccccc2F)=N/C1=C\C=C\c1ccccc1
#46 CCCCCCCn1c(N(C)C)nc2c1c(=O)[nH]c(=O)n2C
#47 O=C(O)/C=C/C(=O)Nc1ccc(N2CCCCC2)cc1
#48 O=C(c1cc(F)ccc1F)N1CCC(N2CCC(C(=O)N3CCCC3)CC2)CC1

entry no. | 41 | 42 | 43 | 44 | 45 | 46 | 47 | 48
MITF primary | 14.4 | 5.2 | 5.0 | -22.1 | 12.8 | 1.8 | 26.1 | -6.7
FBW7 activator | 0.0 | -0.1 | 0.6 | -0.1 | 0.0 | 0.1 | -0.1 | -0.1
GPR151 ag | -0.3 | -0.6 | -0.3 | -0.1 | -1.0 | 0.7 | -0.4 | -1.5
TEAD-YAP inh | 4.1 | 4.8 | -17.2 | 2.9 | 1.7 | -1.3 | -1.3 | -11.7

#49 Brc1c(OCCNCCN2CCOCC2)ccc2ccccc12
#50 CC(=O)N[C@@H](Cc1cccc(C)c1)c1nc2ncc(-c3ccncc3)cc2[nH]1
#51 CC(=O)Nc1ccc(CN2CCc3nnc(CCc4ccccc4)n3CC2)cc1
#52 Cc1sc2nc(CSC(C)C(=O)NCc3ccc4c(c3)OCO4)[nH]c(=O)c2c1C (stereo not given)
#53 C/C(N)=C(/C#N)C(=O)COC(=O)c1cccc(Cl)c1Cl
#54 COc1ccc2c(c1)OCc1c-2oc2cc(OC)ccc12
#55 CN(C)CCN(C)Cc1ccc(-c2cccc([N+](=O)[O-])c2)o1
#56 COc1cccc(OC2=C(Cl)C(=O)N(c3cccc(C)c3C)C2=O)c1

entry no. | 49 | 50 | 51 | 52 | 53 | 54 | 55 | 56
MITF primary | 38.4 | -3.8 | -0.6 | -11.6 | -12.2 | -9.8 | 11.7 | 18.7
FBW7 activator | 0.0 | -0.2 | 0.0 | 0.1 | 0.0 | -0.1 | 0.1 | 0.4
GPR151 ag | 0.0 | -0.8 | 0.0 | -2.0 | 0.5 | -1.5 | 1.9 | -0.7
TEAD-YAP inh | -0.7 | 46.0* | -7.3 | 6.0 | 1.7 | -23.6 | -11.3 | 7.8

Numbers 47 through 55 of the list above:
#47 O=C(O)/C=C/C(=O)Nc1ccc(N2CCCCC2)cc1
#48 O=C(c1cc(F)ccc1F)N1CCC(N2CCC(C(=O)N3CCCC3)CC2)CC1
#49 Brc1c(OCCNCCN2CCOCC2)ccc2ccccc12
#50 CC(=O)N[C@@H](Cc1cccc(C)c1)c1nc2ncc(-c3ccncc3)cc2[nH]1
#51 CC(=O)Nc1ccc(CN2CCc3nnc(CCc4ccccc4)n3CC2)cc1
#52 Cc1sc2nc(CSC(C)C(=O)NCc3ccc4c(c3)OCO4)[nH]c(=O)c2c1C (stereo not given)
#53 C/C(N)=C(/C#N)C(=O)COC(=O)c1cccc(Cl)c1Cl
#54 COc1ccc2c(c1)OCc1c-2oc2cc(OC)ccc12
#55 CN(C)CCN(C)Cc1ccc(-c2cccc([N+](=O)[O-])c2)o1

entry no. | 47 | 48 | 49 | 50 | 51 | 52 | 53 | 54 | 55
MITF primary | 26.1 | -6.7 | 38.4 | -3.8 | -0.6 | -11.6 | -12.2 | -9.8 | 11.7
FBW7 activator | -0.1 | -0.1 | 0.0 | -0.2 | 0.0 | 0.1 | 0.0 | -0.1 | 0.1
GPR151 ag | -0.4 | -1.5 | 0.0 | -0.8 | 0.0 | -2.0 | 0.5 | -1.5 | 1.9
TEAD-YAP inh | -1.3 | -11.7 | -0.7 | 46.0* | -7.3 | 6.0 | 1.7 | -23.6 | -11.3

Further structures follow.
#57 COC(=O)c1ccc(COc2cc3oc(=O)cc(-c4ccccc4)c3cc2Cl)cc1
#58 CC(C)(C)/C(O)=C/c1nc2cc([N+](=O)[O-])ccc2[nH]c1=O
#59 COc1ccccc1Oc1cc(F)nc(N)n1
#60 CCCCNc1nc(SCc2cc(C(C)=O)ccc2OC)nc2ccccc12
#61 CCc1ccc(NC(=O)CSc2nnc(C3CC3)n2CC)cc1
#62 Cc1ccc(C(=O)Cc2cc3ccccc3oc2=O)cc1
#63 Cc1cccc(-c2nc(CN3CCCC(C(=O)NC4CCCC4)C3)c(C)o2)c1 (stereo not given)
#64 CC1(C)CC(=O)C=C(Nc2ccc(O)c(C(=O)O)c2)C1

entry no. | 57 | 58 | 59 | 60 | 61 | 62 | 63 | 64
MITF primary | 14.0 | 18.1 | 6.5 | 6.2 | 1.3 | -7.1 | -26.5 | -0.8
FBW7 activator | 0.0 | 0.0 | 0.1 | -0.2 | 0.1 | 0.1 | 0.1 | 0.1
GPR151 ag | -1.2 | 1.9 | 1.0 | -0.5 | -0.5 | -0.3 | -0.1 | 0.3
TEAD-YAP inh | 5.1 | 17.6 | 12.1 | 2.2 | 0.3 | -53.0 | -5.5 | 4.5

#65 Cc1ccccc1C(=O)NC(=S)Nc1ccc(-c2nc3ccccc3o2)cc1
#66 COC(=O)c1ccc(NC(=O)c2ccccc2N(Cc2ccccc2)S(C)(=O)=O)cc1
#67 Cc1cc(C)c2c(n1)sc1c(=O)n(CC(=O)O)cnc12
#68 O=C(Nc1cccc(Br)c1)c1cccc2c1C(=O)c1ccccc1-2
#69 CCOC(=O)C1=C(C)NC(SCC(N)=O)=C(C#N)C1c1ccc(C(=O)OC)cc1 (stereo not given)
#70 COc1ccc(C(=O)N2CCN(c3ccc([N+](=O)[O-])c(NC4CC4)c3)CC2)cc1Br
#71 C/C(=N/N=C\c1cccc2ccccc12)c1nnn(-c2nonc2N)c1C
#72 CCOc1ccc(/C(O)=C2\C(=O)C(=O)N(c3ncccn3)C2c2cccc([N+](=O)[O-])c2)cc1 (stereo not given)

entry no. | 65 | 66 | 67 | 68 | 69 | 70 | 71 | 72
MITF primary | 5.0 | 5.5 | 21.7 | 5.0 | 8.5 | 6.0 | -6.1 | 0.6
FBW7 activator | 0.0 | 0.1 | 0.1 | 0.1 | 0.3 | -0.1 | -0.1 | -0.1
GPR151 ag | -0.8 | 0.0 | -2.4 | -0.2 | -1.3 | -0.2 | -0.4 | 1.8
TEAD-YAP inh | -21.9 | -21.4 | -14.5 | 9.5 | 5.5 | 8.3 | -9.4 | -3.1

#73 C#CCN1C(=O)C(O)(CC(=O)c2ccccc2[N+](=O)[O-])c2ccccc21 (stereo not given)
#74 CCOc1cc(C(=O)Nc2cccc(-c3nc4ccccc4o3)c2)cc(OCC)c1OCC
#75 O=C(c1ccc2nc(-c3ccccc3)c(-c3ccccc3)nc2c1)N1CCCCCC1
#76 CN(C)CCNC(=O)c1ccc2c(c1)NC(=O)c1ccccc1N2

entry no. | 73 | 74 | 75 | 76
MITF primary | 6.2 | -3.2 | -5.7 | -1.1
FBW7 activator | 0.1 | -0.1 | 0.1 | -0.1
GPR151 ag | -0.5 | -1.0 | -1.0 | -1.5
TEAD-YAP inh | 13.6 | -6.2 | -7.5 | 5.7
